Screens (PubChem BioAssay)
PGC1a acetyl inh – inhibitors of PGC1a acetylation signal, primary screen, cell-based, U2OS, AlphaScreen, inhibitor mode | actives 0.17% (n = 350,000) | AID 651687, 2012 | AlphaScreen anti-acetyl-lysine; with virally co-expressed GCN5 acetyltransferase | inhibition, % at 15.6 µM;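 active means every replicate shows inhibition of at least 40%; inconclusive means mean inhibition at least 40% but some replicate below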;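 further: 0% = neutral control wells and 100% = positive control wells; some results beyond the cut were filed as inactive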
Statin myotox sup – suppressors of statin myotoxicity in C2C12 myotubes, primary screen, cell-based, single point, plate reader; C2C12 myotubes + simvastatin, ATP luminescence, 48 h; scaled: DMSO 0, geranylgeraniol control 100; AID 602340, 2012; actives 0.78% (n = 330,000); rescue of ATP level, % at 7.49 µM;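 active means mean ATP rescue above about 67%, or every replicate alone reaching that limit, limit read from the data, passing the limit was not always enough; inconclusive means no clear call, values can overlap the other calls; inactive means mean under the limit and some replicate under it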;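 further: myotubes were challenged with 10 µM simvastatin during compound exposure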
miR-122 sensor – miR-122 Renilla sensor signal increase in Huh7, primary screen, miR-122 inhibitor project, cell-based, single point, plate reader; actives 0.3% (n = 340,000); activation (reporter increase), % at 12.5 µM; Huh7 miR-122 Renilla luciferase sensor, 48 h; neutral wells = 0, positive control = 100;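 active means mean replicate activation score at least 90 and every replicate individually at or above 90; inconclusive means only one of the two criteria met; inactive means neither criterion met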;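 further: higher luciferase means less miR-122 activity so hits act as miR-122 inhibitors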
FN deposit inh – inhibitors of fibronectin matrix deposition, primary screen, AH1F cells, Alexa488-fibronectin fluorescence, plate reader; AH1F fibroblasts, overnight; inhibition, % at 12.6 µM; actives 0.086% (n = 350,000);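 active means mean inhibition across replicates of 30% or more, regardless of how many single replicates reach that level; inconclusive means mean under 30% yet at least half of replicates reach 30%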;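 further: positive control wells lacked labelled fibronectin entirely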
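Material: AH1F fibroblast monolayer depositing Alexa488-labelled fibronectin into matrix / Amount: 10000 AH1F cells per well / Signal: fluorescence 485/525 nm / Medium: DMEM, 2% serum / Compound: single dose, pinned / Incubation: 1 h cell adhesion before compound, then overnight fibronectin incubation / Reagent: Alexa488-FN, 24 nM final / Read-out: inhibition of fibronectin deposition signal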
PglD DTNB – C. jejuni PglD acetyltransferase inhibitors, primary screen, biochemical, DTNB colorimetric, single point; actives 0.098% (n = 360,000); UDP-N-acetylbacillosamine N-acetyltransferase PglD (Campylobacter jejuni); inhibition, % at 12.5 µM; purified PglD enzyme, DTNB colorimetric CoA detection; AID 602405, 2012; in the data active means inhibition above about 16%, passing the limit was not always enough; inconclusive means no clear call, values can overlap the other calls; further: strong numbers were not always called active
CFTR F508del cor – F508del CFTR correction, initial screen, CFBE line, single point; CFBE cells, YFP halide quenching; stimulated with forskolin plus potentiator P3; % fluorescence drop versus neutral controls; activity (quench increase), % at 7.58 µM; actives 0.36% (n = 350,000);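 active means mean added fluorescence quench of at least 8% versus neutral control, with both replicates also reaching 8%; inconclusive means only one of the mean or replicate conditions met; inactive means mean below 8% and not both replicates reaching 8%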;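 further: cells transiently co-express mutant CFTR-F508del with the halide-sensitive YFP; corrector assay measuring rescue of mutant channel to the surface after 24 h compound exposure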
GSIS activator – GLuc luminescence reporter in INS-1E cells, primary screen for activators of glucose-dependent secretion of insulin | INS-1E GLuc reporter insulin secretion, 2-3 h | activation, % at 16.6 µM | actives 0.61% (n = 370,000);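 active means lowest replicate activation of at least 40%, so every replicate reaches that level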;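 further: 0% = median of neutral control wells and 100% = median of IBMX positive control wells; some compounds called inactive have numbers as strong as hits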
Cneo AK release – Cryptococcus neoformans cell lysis inducers, primary screen, AK release luminescence, single concentration; lysis activity, % at 15 µM; C. neoformans lysis, adenylate kinase release luminescence, 4 h; normalised: neutral wells 0, clomiphene wells 100; actives 0.2% (n = 360,000); AID 651654, 2012;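 active means mean lysis activity across replicates of at least 80%, whatever share of replicates individually reach that level; inactive means mean lysis activity below 80%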
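Material – log-phase Cryptococcus neoformans yeast cells · Input – 5 × 10^6 yeast cells/mL · Medium – fresh YPD growth medium · Doses – single compound concentration per well · Timing – static 4 h at 37 °C with compound, 1 h detection · Detection – adenylate kinase release luminescence · Read-out – signal increase indicating cell lysis · Control set – Clomiphene as positive lysis control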
* hit, by the source's call; ? = inconclusive; · = no result given; & = joins results of further samples; [ ] = remark or other dose. Compounds as they come; any-hit rate near 2.1%.

SMILES | PGC1a acetyl inh | Statin myotox sup | miR-122 sensor | FN deposit inh | PglD DTNB | CFTR F508del cor | GSIS activator | Cneo AK release
O=C(COC(=O)CNC(=O)c1ccc(Cl)cc1)NC1CCCCCC1 | 4.6 | -2.9 | · | 1.9 | 1.3 | -1.8 | 19.2 | 0.1
CCN(CC)c1ccc(/C=N/NC(=O)CNC(=O)c2ccc3c(c2)OCCO3)cc1 | · | -27.6 | -3.6 | 4.6 | 1.4 | 1.3 | 8.4 | 0.5
CCOC(=O)N1CCC(Nc2ncnc3c2cnn3-c2ccc(C)cc2C)CC1 | -3.3 | 9.7 | -17.6 | -4.3 | -5.9 | -2.3 | -12.1 | 1.3
COc1ccccc1S(=O)(=O)N(C)C[C@@H]1Oc2cc(/C=C/c3ccccc3)ccc2S(=O)(=O)N([C@H](C)CO)C[C@@H]1C | 4.1 | · | -6.6[16.7 µM] | · | 1.7 | 1.6 | 0.3 | -8.3
CCN(C(=O)CN1C(=O)c2ccccc2S1(=O)=O)C1CCCCC1 | · | 1.0 | -2.4 | 6.5 | 2.3 | -0.1 | -17.2 | 7.6
O=C(NC1=NCCS1)c1ccc(Cl)c(S(=O)(=O)N2CCOCC2)c1 | 0.0 | · | · | -3.5 | · | -0.6 | 4.0 | ·
O=C(NCC1CCCCC1)c1ccc([N+](=O)[O-])cc1 | 7.5 | -6.5 | -1.3 | -2.5 | -2.7 | -1.5 | -5.8 | -4.0
C[C@@H]1CN([C@@H](C)CO)C(=O)c2cc(NC(=O)Nc3ccc(F)cc3)ccc2O[C@@H](C)CCCCO[C@@H]1CN(C)Cc1ccc2c(c1)OCO2 | 7.7 | 29.5 | 5.7[16.7 µM] | · | -4.3 | -0.5 | -11.9 | 49.9
C[C@H](CO)N1C[C@H](C)[C@@H](CN(C)C(=O)Nc2ccc3c(c2)OCO3)Oc2ccc(NC(=O)c3ccncc3)cc2C1=O | 18.9 | 11.4 | 3.7[16.7 µM] | · | 10.2 | -4.5 | 17.3 | -1.3
O=C(CCc1ccccc1)Nc1ccc(NC(=O)c2ccco2)nc1 | -8.7 | -15.6 | -0.5 | 2.1 | 0.7 | · | · | -2.5
CCCN(C)C[C@@H]1OCc2cnnn2CCCC(=O)N([C@@H](C)CO)C[C@@H]1C | 14.0 | 9.7 | -0.7[16.7 µM] | 3.4 | 3.7 | -1.4 | -1.5 | -1.7
NS(=O)(=O)c1ccc(NC(=O)/C=C/c2ccc(S(=O)(=O)NCc3ccco3)cc2)cc1 | 2.0 | -4.4 | 44.7 | 2.7 | 1.3 | -0.3 | 5.4 | -2.8
COc1cc(/C=C2\SC(=O)NC2=O)ccc1Oc1ccc([N+](=O)[O-])cn1 | ? | 3.8 | · | 6.4 | 9.0 | 0.4 | -42.7 | 3.5
COc1ccc(S(=O)(=O)N[C@@H]2CC[C@@H](CCn3cc(-c4ccccc4F)nn3)O[C@H]2CO)cc1 | 4.8 | -1.1 | · | 7.9 | 2.0 | -2.1 | -17.8 | -1.1
COc1ccc(N(C)C2=NS(=O)(=O)c3ccccc32)cc1 | -9.9 | -38.9 | · | 5.9 | 5.9 | · | · | -3.8
Cc1coc2cc3oc(=O)c(CCC(=O)O)c(C)c3cc12 | 0.4 | · | -0.9 | -3.8 | -2.2 | -3.5 | 12.3 | 5.9
Cc1ccc(C(=O)OCC(=O)c2ccc(S(=O)(=O)N3CCCCC3)cc2)o1 | · | -4.3 | -0.4 | 6.1 | -4.8 | 1.5 | -7.3 | 0.2
C[C@@H]1CN([C@H](C)CO)C(=O)c2cc(NC(=O)NC3CCCCC3)ccc2O[C@H]1CN(C)Cc1ccc(C(F)(F)F)cc1 | 6.5 | -63.7 | 1.9[16.7 µM] | · | 0.7 | 0.4 | -30.9 | -1.2
COc1cc(S(=O)(=O)N2CCCCC2)ccc1NC(=O)c1ccncc1 | -3.3 | 9.6 | -2.0 | -0.5 | -2.6 | 2.4 | -7.2 | 0.9
C/C(=N\NC(=O)c1ccoc1C)c1cccnc1 | 10.4 | · | -3.3 | · | -2.9 | · | 15.3 | 2.5
COCC(=O)N(C)C[C@H]1Oc2ncc(C#Cc3ccncc3)cc2C(=O)N([C@H](C)CO)C[C@@H]1C | -2.4 | · | 0.5[16.7 µM] | · | 4.4 | 0.9 | 15.2 | -4.0
Cc1ccc(S(=O)(=O)NCC(=O)NCC(=O)NC(C)c2ccccc2Br)cc1C (stereo not drawn) | · | 12.8 | · | -0.3 | -4.8 | 1.7 | -16.8 | 0.3
CCN(CC(=O)Nc1ccc2c(c1)OCCO2)CC(=O)Nc1ccccc1C(F)(F)F | -1.2 | 0.9 | -1.5 | 4.5 | -3.1 | -8.2 | · | 1.4
CCOC(=O)C1C(O)=CC(=O)CC1c1ccccc1 (stereo not drawn) | 4.6 | -2.0 | -1.3 | 0.9 | 2.9 | 1.0 | -8.5 | 0.2
CC1(c2ccccc2)NC(=O)N(CC#N)C1=O (stereo not drawn) | -6.0 | · | -1.0 | -2.2 | · | 0.9 | 13.1 | ·
Cc1nnc(N/N=C/c2ccccc2C(F)(F)F)n1N | 3.3 | -6.1 | -6.0 | 7.3 | -4.4 | 0.2 | 0.2 | -1.0
CN1CCn2cnc(C(=O)N3CCN(c4ccccc4)CC3)c2C1=O | · | -3.7 | -2.2 | 6.5 | -4.0 | -1.8 | 9.3 | -0.5
CCN(c1ccccc1)S(=O)(=O)c1cc(C(=O)O)ccc1C | 5.6 | · | 3.3 | -22.6 | 6.4 | · | · | 4.1
COc1cccc(-c2nc(-c3ccc(NC(=O)c4ccncc4)cc3)no2)c1 | -3.6 | -0.1 | -4.5 | -1.6 | -3.5 | · | · | -0.9
CC(=O)N1CCC2(CC1)C(C#N)=C(N)Oc1c2sc2nc(C)cc(C)c12 | -0.8 | 4.6 | 2.7 | -2.8 | 0.1 | · | · | -0.3

An excerpt from above, showing only CFTR F508del cor, GSIS activator and miR-122 sensor:
| molecule | CFTR F508del cor | GSIS activator | miR-122 sensor |
| --- | --- | --- | --- |
| Cc1nnc(N/N=C/c2ccccc2C(F)(F)F)n1N | 0.2 | 0.2 | -6.0 |
| CN1CCn2cnc(C(=O)N3CCN(c4ccccc4)CC3)c2C1=O | -1.8 | 9.3 | -2.2 |

Remaining list, next part
SMILES | PGC1a acetyl inh | Statin myotox sup | miR-122 sensor | FN deposit inh | PglD DTNB | CFTR F508del cor | GSIS activator | Cneo AK release
CCOC(=O)c1cnc(-c2ccccc2)nc1N1CC(C)OC(C)C1 (stereo not drawn) | -3.3 | · | · | -1.0 | · | -1.1 | -31.4 | ·
Cc1cc2c(c(=O)o1)C(CCC1CCCCC1)C(C#N)=C(N)O2 (stereo not drawn) | -4.8 | · | -8.3 | -9.7 | -1.7 | -0.2 | -4.2 | -0.1
COc1ccc(NC(=S)NC(NC(=O)C(C)C)C(Cl)(Cl)Cl)c([N+](=O)[O-])c1 (stereo not drawn) | -13.9 | 49.8 | 1.2 | -1.4 | 0.1 | · | · | -0.4
N#CCC(=O)Nc1ccc(C(=O)NNC(=O)CCN2CCN(c3ccccc3)CC2)cc1 | 14.0 | 18.5 | -0.1 | -3.9 | 0.0 | 0.5 | 35.8 | -1.3
Cn1c(=O)n(C)c2cc(/C=N/NC(=O)c3ccc(Cl)cc3Cl)ccc21 | -1.4 | · | 2.5 | 2.2 | -2.9 | · | 11.7 | -1.6
COC(=O)c1cc2oc(C)cc2n1CC(=O)N(C)c1ccccc1 | 1.6 | 47.2 | 2.3 | · | 1.6 | · | -2.6 | -1.6
CC(C)(C)OC(=O)N(Cc1ccccc1)Cc1ccccc1OCc1cccc(NC(=O)C2CC2)c1 | 1.1 | -10.3 | 2.8 | -7.9 | 4.6 | 1.7 | 0.3 | 5.4
C[C@@H]1CN([C@H](C)CO)C(=O)CCCn2cc(nn2)CO[C@H]1CN(C)C(=O)Nc1cccc(F)c1 | -2.4&10.1&-3.7 | -9.7&-9.7&-1.4 | 4.8 | 1.8&-1.7 | -2.7&-1.9 | -1.9&-0.4&0.8 | -2.0&-5.1 | 0.1&-3.6
COc1ccccc1C#Cc1ccc([C@@H]2[C@H](C#N)N(C(=O)C3CCCC3)[C@H]2CO)cc1 | -22.2 | · | · | 0.5 | · | -2.8 | -36.7 | ·
Cc1ccccc1-c1cc(C(=O)NCc2ccc3c(c2)OCO3)nn1CC1CC(c2cccc([N+](=O)[O-])c2)=NO1 (stereo not drawn) | · | 39.9 | · | 0.1 | 0.2 | -0.7 | 2.2 | 0.0
CCN(c1ccccc1)S(=O)(=O)c1cccc(C(=O)N(C)CC(=O)Nc2ccc(F)c(F)c2F)c1 | 0.1 | 5.5 | 41.1 | 4.3 | -2.8 | -2.0 | -53.7 | -0.7
CN(Cc1ccc(F)cc1)C(=O)c1sccc1-c1ccccc1 | -14.4 | 12.5 | 10.9 | 0.7 | 2.6 | -1.7 | -46.9 | -7.7
Oc1ccc(-c2nc(-c3ccc(O)c(O)c3)cs2)cc1 | ? | -42.2 | -30.3 | · | -18.1 | · | · | -3.7
CCCN(C(=O)c1cc(S(=O)(=O)N(C)c2ccc(OCC)cc2)ccc1C)C1CCS(=O)(=O)C1 (stereo not drawn) | -0.7 | 4.7 | 32.1 | -6.4 | 4.3 | 0.7 | 3.2 | -2.4
CCC(=O)N(C)C[C@H]1Oc2ncc(C#CCC(C)C)cc2C(=O)N([C@@H](C)CO)C[C@@H]1C | 8.3 | 0.9 | 3.7[16.7 µM] | 2.8 | 3.4 | 0.7 | -7.8 | -6.1
C/C=C/c1ccc([C@H]2[C@@H](CO)N[C@@H]2CN(C(=O)c2ccccc2F)C(C)C)cc1 | -9.3 | -23.3 | -33.3[16.7 µM] | 8.0 | -1.2 | 2.4 | -14.1 | 4.2
COc1ccccc1N1N=C(c2cccs2)CC1c1ccccc1 (stereo not drawn) | -8.3 | -3.0 | -3.2 | -4.6 | -0.5 | · | -31.9 | -0.4
Cc1cc(NC(=O)CN2CCCC2c2nc3ccccc3s2)no1 (stereo not drawn) | -11.1 | -4.1 | -2.3 | 3.4 | -1.6 | · | · | 1.7
Cc1noc(C)c1COC(=O)CCCNC(=O)c1ccc(Cl)cc1 | · | 13.1 | -10.0 | -15.5 | -0.2 | 1.7 | -4.1 | -3.6
O=C(NC1CCCCC1)C(c1ccncc1)N(Cc1ccccc1)C(=O)c1ccc(-c2ccccc2)[nH]1 (stereo not drawn) | -2.4 | 3.4 | 50.9 | 2.2 | -0.3 | · | · | 0.8
